TROY signal inh = inhibitors of TROY-driven NF-kB signaling, primary screen, Q293 LMP1-TROYcd cells, NF-kB luciferase, uHTS | Q293 LMP1-TROYcd NF-kB luciferase reporter, 4 h | inhibition, % at 10 µM | actives 0.98% (n = 360,000) | AID 1347056, 2019;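 active = compounds whose plate-normalised and pattern-corrected inhibition of the luciferase reporter signal at the single screening dose is 50% or more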
TWEAK-Fn14 inh = inhibitors of TWEAK-Fn14 signaling, primary screen, luciferase reporter cells, uHTS; TWEAK-stimulated Fn14 reporter cells, luciferase luminescence, 8 h; actives 2% (n = 360,000); inhibition, % at 10 µM; in the data active = inhibition above about 50%
Shn3 3UTR inh = reduction of Shn3 3'UTR firefly luciferase signal, primary screen, Schnurri-3 inhibitor project, cell-based, Clone20 osteoblasts, set 2; inhibition, % at 12.5 µM; Clone20 osteoblast Shn3 3'UTR firefly luciferase, 24 h; actives 0.52% (n = 360,000);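 active = mean inhibition of at least 75% with every replicate also reaching 75%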;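 note: 0% = median of neutral control wells and 100% = pilot-screen positive control compound; some compounds past the cut are filed as inactive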
CF NFkB inh = inhibitors of PAF-induced NF-kB signaling, primary screen, cell-based, GFP fluorescence, uHTS. KKLEB NF-kB-GFP reporter, GFP fluorescence overnight. actives 0.86% (n = 360,000). inhibition, % at 5 µM;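 active = at least 50% inhibition at 5 µM, scaled per plate between neutral and stimulator controls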;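 note: PAF is a Pseudomonas aeruginosa culture filtrate used as stimulus; plate controls were PAF-stimulated DMSO wells for no effect and unstimulated DMSO wells for full effect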
NR2E3 ag-1 = NR2E3 agonists in two-hybrid cells, primary screen, cell-based, luminescence, CHO-S, Gal4-NCOR/VP16-NR2E3. inhibition of corepressor binding, % at 3.98 µM. luciferase. actives 0.35% (n = 360,000). AID 602229, 2012;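 active = inhibition above the mean of all tested compounds plus 3 SD, cut at about 70% in these data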;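 note: 0% = DMSO with NR2E3 transfected cells and 100% = cells lacking NR2E3 construct; higher means lower luciferase signal from less NR2E3 corepressor binding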
Target sequence (Q9Y5X4 whole entry, looked up, the tested form may be a part): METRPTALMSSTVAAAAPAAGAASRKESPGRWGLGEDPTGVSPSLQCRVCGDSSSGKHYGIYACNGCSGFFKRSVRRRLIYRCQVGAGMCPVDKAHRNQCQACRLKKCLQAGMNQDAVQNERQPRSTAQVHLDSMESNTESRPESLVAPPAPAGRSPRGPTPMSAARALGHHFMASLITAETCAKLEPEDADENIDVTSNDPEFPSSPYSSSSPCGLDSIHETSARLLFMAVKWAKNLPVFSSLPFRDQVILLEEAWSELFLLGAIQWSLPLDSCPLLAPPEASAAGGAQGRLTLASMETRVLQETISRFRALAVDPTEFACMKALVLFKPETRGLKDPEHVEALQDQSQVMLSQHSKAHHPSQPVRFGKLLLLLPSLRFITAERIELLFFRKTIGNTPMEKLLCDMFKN
Peg3 promoter = Peg3 promoter-driven luciferase inhibitors, primary screen, cell-based, HeLa, luciferase luminescence. HeLa PEG-Prom luciferase reporter, overnight. actives 1.7% (n = 360,000). inhibition, % at 20 µM;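 active = inhibition of at least 50% at 20 µM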
HIF-2a block = HIF-2a reporter inhibitors, primary screen, luminescence, 786-0 RCC cells; 786-0 RCC cells HIF-2a reporter, luciferase luminescence, overnight; inhibition, % at 18.8 µM; actives 0.72% (n = 360,000); AID 624352, 2012;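 active = inhibition of the luminescence signal of 40% or more relative to plate controls, in a single-dose primary screen at 18.75 µM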
TRPM1 prom inh = inhibitors of MITF-dependent TRPM1 promoter reporter, primary screen, cell-based, SK-MEL-5, single point, luciferase. SK-MEL-5 TRPM1 promoter luciferase, 24 h. actives 0.83% (n = 330,000). AID 488899, 2010. inhibition, % at 12.5 µM;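 active = mean inhibition across replicates of 60% or more, whatever share of single replicates reaches that level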; note: values of inactives mirror those of a sister screen read the other way
KKLEB cytotox = cytotoxicity in KKLEB CF airway cells, primary screen, cytotoxicity control for CF NF-kB inhibitor project, cell-based, uHTS, fluorescence assay plates; KKLEB CF airway cells viability, ATPlite luminescence, overnight; hits give low values; cells stimulated with P. aeruginosa culture filtrate; activity change (cytotoxicity), % at 5 µM; actives 0.36% (n = 360,000);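 active = corrected activity change at or below -50% at 5 µM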
NR2E3 ag-2 = inhibitors of NR2E3-RetCOR corepressor binding, primary screen, NR2E3 agonist project, biochemical, TR-FRET, GST-NR2E3, biotin-RetCOR; actives 0.12% (n = 320,000); 1536-well; AID 2300, 2010; Photoreceptor-specific nuclear receptor (Homo sapiens), Q9Y5X4; inhibition of corepressor binding, % at 4.78 µM;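 active = percent inhibition above the cutoff of mean plus 3 SD of all tested compounds, set per screening campaign, cut at about 20% in these data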;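 note: 0% = DMSO wells and 100% = biotin wells as full block of FRET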
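Material – GST-tagged NR2E3 plus biotinylated RetCOR corepressor · Quantity – NR2E3 fusion 1.35 nM · Times – 5 h incubation at 4 °C · Medium – pH 7.5 Tris-based buffer · Technique – TR-FRET, Eu(K)-anti-GST donor, streptavidin-D2 acceptor, ex 340, em 617/671 nm · Benchmarks – high control biotin, low control 0.6% DMSO · Format – 1536-well plates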
C8 TRAIL sens = viability loss with TRAIL in NB7+C8 cells, primary screen, TRAIL sensitizer project, cell-based, ATPlite luminescence | inhibition (viability loss, TRAIL sensitization), % at 10 µM | actives 1% (n = 360,000);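 active = compounds causing at least 50% loss of cell viability in the single-dose screen, relative to plate controls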
* marks the source's active call; other numbers are inactive results. A portion of the library, so the mix of outcomes need not match the whole.

Screening NC(=S)Nc1ccc(S(=O)(=O)c2ccc(NC(N)=S)cc2)cc1 returned TROY signal inh 8, TWEAK-Fn14 inh 4, Shn3 3UTR inh -26, CF NFkB inh -5, NR2E3 ag-1 -24, Peg3 promoter 5, HIF-2a block 14, TRPM1 prom inh 1, KKLEB cytotox 0, NR2E3 ag-2 0 and C8 TRAIL sens -1.
C/C(Cl)=C\Cn1c(N2CCCC2)nc2c1c(=O)n(C)c(=O)n2C was read as TROY signal inh 9, TWEAK-Fn14 inh 8, Shn3 3UTR inh 15, CF NFkB inh -2, NR2E3 ag-1 -5, Peg3 promoter 15, HIF-2a block 7, TRPM1 prom inh -3, KKLEB cytotox 6, NR2E3 ag-2 -3 and C8 TRAIL sens 1.
`CCn1c(CCCNC(=O)c2ccco2)nc2ccccc21` gave TROY signal inh 9, TWEAK-Fn14 inh 3, Shn3 3UTR inh -3, CF NFkB inh 17, NR2E3 ag-1 0, Peg3 promoter 4, HIF-2a block 14, TRPM1 prom inh 8, KKLEB cytotox 9, NR2E3 ag-2 3 and C8 TRAIL sens -3.
`COCCn1c(-c2ccc(NC(C)=O)cc2)nc2c1c(=O)[nH]c(=O)n2CC(C)C` gave TROY signal inh -5, TWEAK-Fn14 inh 0, Shn3 3UTR inh 0, CF NFkB inh 5, NR2E3 ag-1 9, Peg3 promoter 16, HIF-2a block 7, TRPM1 prom inh 12, KKLEB cytotox -1, NR2E3 ag-2 2 and C8 TRAIL sens 2.
`CC(=O)Nc1sc(NC(=O)c2ccc([N+](=O)[O-])cc2)nc1-c1cccs1` gave TROY signal inh 7, TWEAK-Fn14 inh 10, Shn3 3UTR inh -32, CF NFkB inh -20, NR2E3 ag-1 3, Peg3 promoter 1, HIF-2a block -16, TRPM1 prom inh 7, KKLEB cytotox -6, NR2E3 ag-2 0 and C8 TRAIL sens -8.
Screening O=C(CCC(=O)c1cccs1)NCCc1ccc(F)cc1 returned TROY signal inh -29, TWEAK-Fn14 inh -5, Shn3 3UTR inh 13, CF NFkB inh 8, NR2E3 ag-1 3, Peg3 promoter 19, HIF-2a block 10, TRPM1 prom inh 20, KKLEB cytotox -21, NR2E3 ag-2 -1 and C8 TRAIL sens -7.
COc1ccc(N(CC(=O)NC2CC2)S(=O)(=O)c2ccccc2)cc1 was read as TROY signal inh 7, TWEAK-Fn14 inh 17, Shn3 3UTR inh 2, CF NFkB inh -13, NR2E3 ag-1 -12, Peg3 promoter 8, HIF-2a block 11, TRPM1 prom inh 8, KKLEB cytotox -2, NR2E3 ag-2 0 and C8 TRAIL sens 8.
OCCNc1nc(-c2ccccc2)nc2ccccc12 was read as TROY signal inh -5, TWEAK-Fn14 inh 13, Shn3 3UTR inh -3, CF NFkB inh -26, NR2E3 ag-1 -9, Peg3 promoter 10, HIF-2a block 10, TRPM1 prom inh 6, KKLEB cytotox 7, NR2E3 ag-2 -2 and C8 TRAIL sens -9.
`CCN1CCN(CCCN(Cc2ccco2)C(=S)Nc2ccc(Cl)cc2)CC1` gave TROY signal inh -20, TWEAK-Fn14 inh -5, Shn3 3UTR inh 13, CF NFkB inh -8, NR2E3 ag-1 1, Peg3 promoter -7, HIF-2a block 2, TRPM1 prom inh -1, KKLEB cytotox 6, NR2E3 ag-2 5 and C8 TRAIL sens 14.
For CCOC(=O)C1CCN(C(=O)CCn2c(=O)[nH]c3ccccc3c2=O)CC1 the results were TROY signal inh 3, TWEAK-Fn14 inh -14, Shn3 3UTR inh -5, CF NFkB inh 4, NR2E3 ag-1 18, Peg3 promoter 6, HIF-2a block 3, TRPM1 prom inh 3, KKLEB cytotox 1, NR2E3 ag-2 0 and C8 TRAIL sens -2.
For COc1ccc(NC(=O)CN(C)C(=O)c2ccccc2Sc2ncnc3sc(C)c(C)c23)cc1 the results were TROY signal inh 9, TWEAK-Fn14 inh 3, Shn3 3UTR inh 5, CF NFkB inh -30, NR2E3 ag-1 -15, Peg3 promoter 28, HIF-2a block 18, TRPM1 prom inh 4, KKLEB cytotox 18, NR2E3 ag-2 0 and C8 TRAIL sens -9.
Screening C=CCn1c(=O)c(C(=O)NCCc2ccc(Cl)cc2)c(O)c2cc(OC)c(OC)cc21 returned TROY signal inh 4, TWEAK-Fn14 inh 9, Shn3 3UTR inh -13, CF NFkB inh -1, NR2E3 ag-1 -37, Peg3 promoter 6, HIF-2a block 7, TRPM1 prom inh -1, KKLEB cytotox 2, NR2E3 ag-2 -2 and C8 TRAIL sens -3.
`COc1cc(Nc2ccc(S(N)(=O)=O)cc2)c([N+](=O)[O-])nc1[N+](=O)[O-]` gave TROY signal inh 14, TWEAK-Fn14 inh 4, Shn3 3UTR inh 2, CF NFkB inh 8, NR2E3 ag-1 11, Peg3 promoter -9, HIF-2a block 17, TRPM1 prom inh 13, KKLEB cytotox 2, NR2E3 ag-2 1 and C8 TRAIL sens 30.
Screening O=C(c1ccc(Cl)c(Cl)c1)c1cnc(Nc2ccccc2)s1 returned TROY signal inh -1, TWEAK-Fn14 inh -12, Shn3 3UTR inh -12, CF NFkB inh -3, NR2E3 ag-1 8, Peg3 promoter -10, HIF-2a block -24, TRPM1 prom inh -14, KKLEB cytotox 14, NR2E3 ag-2 -1 and C8 TRAIL sens -3.
O=C(CCc1ccccc1)NC1(Cc2ccccc2)CCN(CCc2cccs2)C1=O (stereo not drawn) was read as TROY signal inh -16, TWEAK-Fn14 inh 20, Shn3 3UTR inh -21, CF NFkB inh -4, NR2E3 ag-1 7, Peg3 promoter 11, HIF-2a block 6, TRPM1 prom inh 2, KKLEB cytotox 5, NR2E3 ag-2 0 and C8 TRAIL sens -14.
`Cc1ccc(C(=O)CSc2ncnc3ccccc23)o1` gave TROY signal inh 11, TWEAK-Fn14 inh -35, Shn3 3UTR inh -101, CF NFkB inh 7, NR2E3 ag-1 -96, Peg3 promoter -234, HIF-2a block -219, TRPM1 prom inh -41, KKLEB cytotox 2, NR2E3 ag-2 5 and C8 TRAIL sens 4.
For O=C(COc1ccccc1)Nc1ccc(-c2ccc(N3CCOCC3)nn2)cc1 the results were TROY signal inh -31, TWEAK-Fn14 inh -22, Shn3 3UTR inh -40, CF NFkB inh 9, NR2E3 ag-1 -95, Peg3 promoter -111, HIF-2a block -126, TRPM1 prom inh -52, KKLEB cytotox -7, NR2E3 ag-2 -2 and C8 TRAIL sens 12.
For COCC(=O)N/N=C\c1ccc(OC/C=C/c2ccccc2)c(OC)c1 the results were TROY signal inh -3, TWEAK-Fn14 inh -29, Shn3 3UTR inh 18, CF NFkB inh -5, NR2E3 ag-1 -10, Peg3 promoter 6, HIF-2a block -18, TRPM1 prom inh -12, KKLEB cytotox -5 and C8 TRAIL sens 0.
For COc1cc(Cl)c(C)cc1NC(=O)CSc1nnc(-c2cccnc2)n1Cc1ccco1 the results were TROY signal inh 5, TWEAK-Fn14 inh 7, Shn3 3UTR inh 22, CF NFkB inh 6, NR2E3 ag-1 -13, Peg3 promoter 16, HIF-2a block 17, TRPM1 prom inh 8, KKLEB cytotox 2, NR2E3 ag-2 -1 and C8 TRAIL sens 8.
Screening O=C(CCC1COc2ccccc2O1)Nc1ccccn1 (stereo not drawn) returned TROY signal inh -2, TWEAK-Fn14 inh -3, Shn3 3UTR inh -7, CF NFkB inh 2, NR2E3 ag-1 -24, Peg3 promoter -30, HIF-2a block -9, TRPM1 prom inh -3, KKLEB cytotox -12, NR2E3 ag-2 3 and C8 TRAIL sens -8.

Reprinted from the part before: 2 compounds, then new ones.
For COc1cc(Cl)c(C)cc1NC(=O)CSc1nnc(-c2cccnc2)n1Cc1ccco1 the results were TROY signal inh 5, TWEAK-Fn14 inh 7, Shn3 3UTR inh 22, CF NFkB inh 6, NR2E3 ag-1 -13, Peg3 promoter 16, HIF-2a block 17, TRPM1 prom inh 8, KKLEB cytotox 2, NR2E3 ag-2 -1 and C8 TRAIL sens 8.
Screening O=C(CCC1COc2ccccc2O1)Nc1ccccn1 (stereo not drawn) returned TROY signal inh -2, TWEAK-Fn14 inh -3, Shn3 3UTR inh -7, CF NFkB inh 2, NR2E3 ag-1 -24, Peg3 promoter -30, HIF-2a block -9, TRPM1 prom inh -3, KKLEB cytotox -12, NR2E3 ag-2 3 and C8 TRAIL sens -8.
`CC12CCC(=O)N1C(C(=O)N1CCN(S(=O)(=O)c3ccccc3F)CC1)CS2` (stereo not drawn) gave TROY signal inh -22, TWEAK-Fn14 inh -2, Shn3 3UTR inh 0, CF NFkB inh -8, NR2E3 ag-1 -4, Peg3 promoter -9, HIF-2a block -7, TRPM1 prom inh -10, KKLEB cytotox 10, NR2E3 ag-2 2 and C8 TRAIL sens -15.
`CCOC(=O)c1ccc(-n2c(CCC(=O)O)ccc2-c2cccs2)cc1` gave TROY signal inh -31, TWEAK-Fn14 inh 3, Shn3 3UTR inh -25, CF NFkB inh -27, NR2E3 ag-1 -26, Peg3 promoter -75, HIF-2a block -48, TRPM1 prom inh -23, KKLEB cytotox 16, NR2E3 ag-2 5 and C8 TRAIL sens 0.
For O=C(CSc1ccccn1)Nc1ccc2c(c1)oc1ccccc12 the results were TROY signal inh -36, TWEAK-Fn14 inh -10, Shn3 3UTR inh -34, CF NFkB inh -5, NR2E3 ag-1 -21, Peg3 promoter -161, HIF-2a block -154, TRPM1 prom inh -37, KKLEB cytotox 2, NR2E3 ag-2 1 and C8 TRAIL sens -5.
COc1ccc(CCN2C(=O)c3cccnc3C2=O)cc1OC was read as TROY signal inh 6, TWEAK-Fn14 inh -5, Shn3 3UTR inh -5, CF NFkB inh -3, NR2E3 ag-1 -1, Peg3 promoter -15, HIF-2a block -14, TRPM1 prom inh 6, KKLEB cytotox 1, NR2E3 ag-2 -2 and C8 TRAIL sens -4.
Screening Cn1c(=O)c2c(ncn2CCCC(=N)N2CCOCC2)n(C)c1=O returned TROY signal inh 8, TWEAK-Fn14 inh 2, Shn3 3UTR inh -12, CF NFkB inh -12, NR2E3 ag-1 -28, Peg3 promoter 1, HIF-2a block 9, TRPM1 prom inh 13, KKLEB cytotox 8, NR2E3 ag-2 1 and C8 TRAIL sens -8.
For CCOC(=O)c1c(NC(=O)CC2Nc3cc(C)c(C)cc3NC2=O)sc(C)c1C (stereo not drawn) the results were TROY signal inh 1, TWEAK-Fn14 inh 2, Shn3 3UTR inh -20, CF NFkB inh -10, NR2E3 ag-1 2, Peg3 promoter 10, HIF-2a block -36, TRPM1 prom inh -10, KKLEB cytotox -3, NR2E3 ag-2 3 and C8 TRAIL sens -11.

Screening data (PubChem)
